Screening results (PubChem)
esBAF inh: blocks esBAF chromatin remodeling in mouse ES cells; Bmi1-luciferase knock-in reporter, 24 h; 100% = twice the neutral-well signal; reporter increase, % at 12.5 µM; 2% of 350,000 active; in the data active = activation above about 40%;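 note: 0% = median of the plate's neutral control wells and 100% = double that signal; a rise in the Bmi1 reporter signal indicates esBAF inhibition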
E-sel inducer: induces E-selectin expression in human endothelial cells; P16581; HUVEC E-selectin immunofluorescence imaging; normalized: neutral wells 0, TNF-alpha wells 100; activation, % at 7.58 µM; 0.37% of 260,000 active;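 active = mean E-selectin-positive cell signal at least 10% of the positive control, reached in at least 60% of replicates, without over 20% cell loss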;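 note: in these data hits start at about 27%; measured in HUVEC primary endothelial cells; signal is the percent of cells scored E-selectin positive by PE staining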
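Read-out basis: % PE-positive cells; Test system: HUVEC primary endothelial cells; Technique: immunofluorescence imaging; Dosing: single-point compound dose.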
RAD54 branch: inhibitors of human RAD54 branch migration; Q92698; AID 602329; 0.14% of 360,000 active; inhibition, % at 10.4 µM; RAD54 Holliday junction branch migration, FAM/BHQ fluorescence;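 active = mean normalized replicate activity at least 40 and at least half of replicates scoring 40 or more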;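 note: 0% = median of neutral control wells and 100% = median of positive control wells; inhibitors cause a drop in the FAM fluorescence signal; in these data hits start at about 50%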
Target sequence (Q92698 whole entry, looked up): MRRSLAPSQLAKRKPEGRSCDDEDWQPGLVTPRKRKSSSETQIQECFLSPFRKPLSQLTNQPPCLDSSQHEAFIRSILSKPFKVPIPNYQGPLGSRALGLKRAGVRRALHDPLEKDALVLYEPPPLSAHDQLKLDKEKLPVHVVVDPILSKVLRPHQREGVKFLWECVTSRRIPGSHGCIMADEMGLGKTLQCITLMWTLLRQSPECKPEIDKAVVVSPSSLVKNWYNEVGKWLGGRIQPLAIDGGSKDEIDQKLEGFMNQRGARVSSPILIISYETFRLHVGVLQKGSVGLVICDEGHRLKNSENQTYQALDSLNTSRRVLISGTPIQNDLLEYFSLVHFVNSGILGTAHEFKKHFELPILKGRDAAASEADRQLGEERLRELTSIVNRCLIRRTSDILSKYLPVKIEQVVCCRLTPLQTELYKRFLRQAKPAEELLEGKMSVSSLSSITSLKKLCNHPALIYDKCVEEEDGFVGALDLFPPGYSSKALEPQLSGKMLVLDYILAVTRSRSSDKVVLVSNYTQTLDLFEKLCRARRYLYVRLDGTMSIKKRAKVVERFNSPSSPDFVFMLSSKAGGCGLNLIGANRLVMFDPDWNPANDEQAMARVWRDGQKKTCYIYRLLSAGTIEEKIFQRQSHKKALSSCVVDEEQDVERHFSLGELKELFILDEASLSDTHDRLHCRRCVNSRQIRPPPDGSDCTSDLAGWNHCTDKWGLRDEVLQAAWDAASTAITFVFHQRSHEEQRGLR
ARNT-TACC3 inh: ARNT/TACC3 interaction disruption; Q9Y6A5; AlphaScreen His-ARNT PAS-B/GST-TACC3 binding, luminescence; TACC3 fragment carries E629A point mutation; inhibition, % at 9.99 µM; 0.66% of 390,000 active;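 active = mean inhibition of replicates at least 50% and at least half of replicates each reaching 50%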;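 note: 0% = complete ARNT plus TACC3 wells and 100% = ARNT alone without TACC3; many hits fall short of the cut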
CASP6 VEID inh: caspase-6 (human) enzyme inhibition; P55212; purified caspase-6, Z-VEID-R110 cleavage fluorescence; inhibition, % at 12.5 µM; 0.53% of 350,000 active; AID 686996;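 active = mean inhibition across replicates at least about 35%, with every replicate also reaching that limit, limit read from the data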;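 note: 0% = median of neutral control wells and 100% = no fluorescence left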
Target sequence (P55212 24-179 limits assumed): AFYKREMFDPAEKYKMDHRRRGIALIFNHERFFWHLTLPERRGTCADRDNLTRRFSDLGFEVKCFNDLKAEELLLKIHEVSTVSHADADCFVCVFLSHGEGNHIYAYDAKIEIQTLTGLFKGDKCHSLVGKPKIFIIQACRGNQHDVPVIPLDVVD
Target sequence (P55212 194-293 limits assumed): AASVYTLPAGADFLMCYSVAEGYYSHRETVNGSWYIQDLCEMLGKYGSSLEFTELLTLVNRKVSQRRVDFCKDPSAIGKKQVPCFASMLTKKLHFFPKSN
RAD52 inh: RAD52 (human) annealing inhibition; 0.46% of 360,000 active; inhibition, % at 18.7 µM; AID 651710; recombinant RAD52 DNA annealing, FRET fluorescence; P43351;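 active = every replicate showing at least 50% inhibition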
PglD inh: inhibitors of Campylobacter jejuni PglD acetyltransferase; purified PglD enzyme, DTNB colorimetric CoA detection; inhibition, % at 12.5 µM; 0.098% of 360,000 active; in the data active = inhibition above about 16%, passing the limit was not always enough; note: strong numbers were not always called active
ERp5 inh: ERp5 (human) disulfide isomerase inhibition; ERp5 insulin aggregation, absorbance 650 nm, 90 min; inhibition, % at 9.99 µM; 0.05% of 350,000 active; AID 651711;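 active = mean replicate inhibition above about 25%, with every replicate also reaching it, limit read from the data, passing the limit was not always enough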
Starred values were filed as active, the others as inactive; . = not tested or not shown.

SMILES	esBAF inh	E-sel inducer	RAD54 branch	ARNT-TACC3 inh	CASP6 VEID inh	RAD52 inh	PglD inh	ERp5 inh
C[C@@H]1CCCCO[C@H](CN(C)Cc2ccncc2)[C@H](C)CN([C@@H](C)CO)C(=O)c2cc(NS(=O)(=O)c3ccccc3)ccc2O1	5	.	-4	-30	-1	26	1	4
O=C(NC(=S)NCCN1CCOCC1)c1ccc(Cl)cc1	12	3.8	-7	.	-1	0	-2	5
O=C(O)c1ccc(S(=O)(=O)c2ccccc2C(=O)O)c([N+](=O)[O-])c1	-11	0.0	1	-4	3	-10	2	-3
CCOc1ccc(N/C(N)=N/c2nc(CSc3nnnn3-c3ccccc3)cc(=O)[nH]2)cc1	.	3.6	4	-8	0	-12	-4	2
COc1ccc(/C=C2\SC(=O)N(CC(=O)NNC(=O)c3ccccc3O)C2=O)cc1	.	0.1	.	-1	0	-30	.	0
COc1ncnc2c1oc1nc(C)c3c(c12)CC(C)(C)OC3	.	0.2	-15	.	-1	0	-4	1
CN(CCOC(=O)c1cccc(Br)c1)C(C)(C)C	2	.	-12	-22	.	.	5	.
CCOC(=O)c1[nH]c2ccccc2c1N=CN(CC)CC	12	.	-1	-4	.	.	-1	.
O=C(O)c1cccc(Nc2ccncc2[N+](=O)[O-])c1	-2	.	2	0	1	-3	-6	-1
O=C(CN(CC1CCCO1)C(=O)CNS(=O)(=O)c1ccc(F)cc1)NCC1CCCO1 (centres undefined)	0	.	-4	-5	5	-9	6	2
O=C(C[C@H]1CC[C@H](NC(=O)C2CC2)[C@@H](CO)O1)NCc1ccccc1Cl	6	-0.2	-10	-11	-1	5	2	-3
O=[N+]([O-])c1ccc(Cl)c(/C=N/Nc2nc(N3CCOCC3)nc(N3CCOCC3)n2)c1	2	2.0	-3	-16	.	.	2	.
CC(NC(=O)CN(C)Cc1cccc(F)c1)c1ccccc1 (centres undefined)	-1	1.0	-3	5	0	-8	0	0
O=C(Nc1nnc(SCc2ccc(Cl)cc2)s1)c1ccco1	0	.	2	-18	.	.	0	.
Cc1nc(CN(C)C(=O)CC2C(=O)NCCN2Cc2ccc(-c3ccccc3)cc2)cs1 (centres undefined)	-5	-0.5	2	3	5	-47	2	0
Cc1cc(C(=O)N2CCCC2C(=O)O)c(C)o1 (centres undefined)	5	.	8	-8	.	.	2	.
Cc1cccc(-n2ncc3c2CCCC3NC(=O)CCCN2CCCCC2=O)c1C (centres undefined)	-3	.	-2	1	.	.	-1	.
COCC#Cc1ccc([C@H]2[C@H]3CN(Cc4cncnc4)CCCCN3[C@H]2CO)cc1	.	-0.2	-2	0	-2	-9	3	-1
CCCN(CC(=O)Nc1ccccc1OC)C(=O)C1=COCCO1	0	-0.3	4	0	3	-14	4	-24
N#Cc1c(-c2ccc(C(F)(F)F)cc2)cc(-c2ccccc2)[nH]c1=S	.	0.1	.	-30	1	-15	.	-5
O=C(N[C@@H]1CC[C@@H](CC(=O)N2CCN(c3ccccc3)CC2)O[C@@H]1CO)c1ccncc1	8	0.6	-12	-6	-2	-2	-1	1
O=C(c1cccnc1)N1CC2(C1)[C@@H](c1ccccc1)[C@@H](CO)N2CC1CC1	.	0.6	.	.	-3	15	.	-3
COc1ccc2[nH]cc(CCNC(=S)NC3CCCC3)c2c1	.	5.3	.	14	3	-3	.	0
O=[N+]([O-])c1ccccc1CN1CCN(c2ncccn2)CC1	-1	.	3	0	-1	-1	-2	2
CC(C)C(=O)Nc1ccccc1-c1nc2ccccc2[nH]c1=O	-6	.	7	0	5	-8	-3	2
COc1cccc(C(CNc2ccc(S(=O)(=O)N3CCN(C)CC3)cc2[N+](=O)[O-])N(C)C)c1 (centres undefined)	0	.	10	13	-8	-1	4	-1
C[C@@H]1CCCCO[C@H](CN(C)S(=O)(=O)c2ccc(Cl)cc2)[C@@H](C)CN([C@@H](C)CO)C(=O)c2cc(NS(=O)(=O)c3cn(C)cn3)ccc2O1	-2	0.3	2	-2	2	27	-2	0
Cc1ccc(-n2cc(CN3CCNC(=O)CC3)c(-c3ccc(F)cc3)n2)cc1	11	0.1	-10	-2	0	-6	-5	-1
O=C(C[C@H]1CC[C@@H]2[C@H](COC[C@H](O)CN2C(=O)Cc2ccccc2)O1)NC1CCC1	-3	0.1	4	-5	2	17	1	-1
O=C(Nc1ccncc1)C1CCN(S(=O)(=O)c2c(Cl)cccc2Cl)CC1	-6	-0.1	2	-1	2	-1	-4	-1
CS(=O)(=O)N1[C@@H](C#N)[C@H](c2ccc(-c3ccccc3F)cc2)[C@@H]1CO	-6	-0.3	2	-31	1	-17	-1	-2
Cc1ccc(S(=O)(=O)Nc2ccccc2C=NNC(=O)c2ccncc2)cc1	9	1.5	-5	.	2	-2	-6	6
CC1=C(C#N)C(c2cccnc2)C2=C(N1)c1ccccc1C2=O (centres undefined)	1	0.5	-2	-2	-1	0	3	-2
O=c1[nH]cnc2c1ncn2-c1ccc(N(CCO)CCO)cc1	.	0.0	.	7	-2	-2	.	0
COc1ccc2c3c(n(C)c2c1)[C@H](CO)N(C(=O)Cc1ccccn1)CC31CN(CC2CCCCC2)C1	.	0.2	.	.	0	13	.	-4
O=C(N[C@@H]1CC[C@@H](CCNS(=O)(=O)c2ccccc2)O[C@@H]1CO)c1cccc(F)c1	3	0.1	6	6	-1	7	-2	4
COc1ccc(C(=O)Nc2ccc(S(=O)(=O)N3CCCCC3C)cc2)c(OC)c1OC (centres undefined)	-6	.	7	2	.	.	-2	.
COc1ccc(S(=O)(=O)N(C)C[C@@H]2Oc3c(NC(=O)CCCCCC(=O)Nc4ccccc4N)cccc3C(=O)N([C@H](C)CO)C[C@H]2C)cc1	.	-0.7	.	.	0	-45	.	-1
C[C@H](CO)N1C[C@H](C)[C@@H](CN(C)CC2CC2)Oc2ccc(NC(=O)NC3CCCCC3)cc2CC1=O	-2	-1.5	5	-3	0	-1	5	0
COC(=O)c1c(C)nc2c(c(SC)nn2-c2ccccc2)c1N	-10	.	-7	-23	.	.	9	.
COc1ccc(C(NC(=O)c2c(F)c(F)c(F)c(F)c2F)c2ccccc2)cc1 (centres undefined)	-3	.	3	-2	1	-8	-3	-58
COc1ccc(C(=O)OCC(=O)Nc2ccc([N+](=O)[O-])cc2OC)c(O)c1	.	-3.7	.	3	-2	-4	.	3
O=C(NCc1cccnc1)c1ccc(CN2CCc3ccccc3C2)cc1	2	.	-2	5	.	.	1	.
COc1cc(/C=N/n2c(C3CCCCC3)n[nH]c2=S)cc(Br)c1O	-7	-0.1	4	0	0	-12	-3	1
N#Cc1c(Cl)cccc1N1CCSCC1	.	-0.2	.	.	0	1	.	2
O=C(Nc1ccc(F)cc1F)c1ccc(COc2c(F)c(F)cc(F)c2F)o1	-2	.	-16	-35	.	.	0	.
Cc1ccc2cccc(S(=O)(=O)n3nc(C)cc3C)c2n1	3	.	-2	-22	.	.	0	.
O=C(NCCN1CCOCC1)c1ccc(CS(=O)(=O)c2ccc(Br)cc2)o1	-2	-0.2	0	-2	0	-9	-6	7
CC1(C)Cc2cccc(OCC(=O)OCC(=O)NCc3ccccc3)c2O1	.	-0.2	4	-8	3	-2	4	-3
NCCCC[C@@H]1NC(=O)[C@H](CCC(=O)O)NC(=O)c2cc([N+](=O)[O-])cc(I)c2NCC[C@@H](C(N)=O)NC1=O	1	.	-3	-2	.	.	-6	.
Cc1ccccc1N(C(=O)c1ccccn1)C(C(=O)NCc1ccccc1)c1cccnc1 (centres undefined)	-6	-0.2	-2	-17	-3	-7	1	0
COC(=O)C1CCC(=O)N1C(c1ccc(OC)cc1)c1cc(OC)c(OC)c(OC)c1 (centres undefined)	.	0.7	.	-12	0	-5	.	12
COc1ccc(OC2C(=O)N(c3cc(C)ccc3C)C2c2ccc(OC)c(OC)c2)cc1 (centres undefined)	-6	0.1	5	-1	.	.	5	.
CCOC(=O)CCCCCC(=O)Nc1ccc2c(c1)C(=O)N([C@H](C)CO)C[C@@H](C)[C@@H](CN(C)C(=O)CCC(F)(F)F)OCCCC[C@H](C)O2	-1	-0.2	-8	.	-1	-20	-2	-14
O=C(NCc1ccc(F)cc1)C(c1ccc(Cl)cc1)N(C(=O)c1csnn1)C1CC1 (centres undefined)	-9	.	0	.	1	-24	2	3
Fc1cccc(NC(=S)NCCc2ccccc2)c1	34	-0.4	-5	.	0	-6	-5	-6
Cc1nc2ccc(S(=O)(=O)NCC(=O)N3CCCCC3)cc2s1	4	.	-1	-4	.	.	5	.
O=C(Nc1cccc(Cl)c1)Nc1cc(S(=O)(=O)N2CCCCC2)ccc1Cl	.	-0.2	.	2	0	-15	.	4

17 entries from above in a different format.
Structure | esBAF inh | E-sel inducer | RAD54 branch | ARNT-TACC3 inh | CASP6 VEID inh | RAD52 inh | PglD inh | ERp5 inh
COc1ccc(C(=O)OCC(=O)Nc2ccc([N+](=O)[O-])cc2OC)c(O)c1 | . | -3.7 | . | 3 | -2 | -4 | . | 3
O=C(NCc1cccnc1)c1ccc(CN2CCc3ccccc3C2)cc1 | 2 | . | -2 | 5 | . | . | 1 | .
COc1cc(/C=N/n2c(C3CCCCC3)n[nH]c2=S)cc(Br)c1O | -7 | -0.1 | 4 | 0 | 0 | -12 | -3 | 1
N#Cc1c(Cl)cccc1N1CCSCC1 | . | -0.2 | . | . | 0 | 1 | . | 2
O=C(Nc1ccc(F)cc1F)c1ccc(COc2c(F)c(F)cc(F)c2F)o1 | -2 | . | -16 | -35 | . | . | 0 | .
Cc1ccc2cccc(S(=O)(=O)n3nc(C)cc3C)c2n1 | 3 | . | -2 | -22 | . | . | 0 | .
O=C(NCCN1CCOCC1)c1ccc(CS(=O)(=O)c2ccc(Br)cc2)o1 | -2 | -0.2 | 0 | -2 | 0 | -9 | -6 | 7
CC1(C)Cc2cccc(OCC(=O)OCC(=O)NCc3ccccc3)c2O1 | . | -0.2 | 4 | -8 | 3 | -2 | 4 | -3
NCCCC[C@@H]1NC(=O)[C@H](CCC(=O)O)NC(=O)c2cc([N+](=O)[O-])cc(I)c2NCC[C@@H](C(N)=O)NC1=O | 1 | . | -3 | -2 | . | . | -6 | .
Cc1ccccc1N(C(=O)c1ccccn1)C(C(=O)NCc1ccccc1)c1cccnc1 (centres undefined) | -6 | -0.2 | -2 | -17 | -3 | -7 | 1 | 0
COC(=O)C1CCC(=O)N1C(c1ccc(OC)cc1)c1cc(OC)c(OC)c(OC)c1 (centres undefined) | . | 0.7 | . | -12 | 0 | -5 | . | 12
COc1ccc(OC2C(=O)N(c3cc(C)ccc3C)C2c2ccc(OC)c(OC)c2)cc1 (centres undefined) | -6 | 0.1 | 5 | -1 | . | . | 5 | .
CCOC(=O)CCCCCC(=O)Nc1ccc2c(c1)C(=O)N([C@H](C)CO)C[C@@H](C)[C@@H](CN(C)C(=O)CCC(F)(F)F)OCCCC[C@H](C)O2 | -1 | -0.2 | -8 | . | -1 | -20 | -2 | -14
O=C(NCc1ccc(F)cc1)C(c1ccc(Cl)cc1)N(C(=O)c1csnn1)C1CC1 (centres undefined) | -9 | . | 0 | . | 1 | -24 | 2 | 3
Fc1cccc(NC(=S)NCCc2ccccc2)c1 | 34 | -0.4 | -5 | . | 0 | -6 | -5 | -6
Cc1nc2ccc(S(=O)(=O)NCC(=O)N3CCCCC3)cc2s1 | 4 | . | -1 | -4 | . | . | 5 | .
O=C(Nc1cccc(Cl)c1)Nc1cc(S(=O)(=O)N2CCCCC2)ccc1Cl | . | -0.2 | . | 2 | 0 | -15 | . | 4

Rows are unselected. Share with any hit: about 3.2%.
